Source: PubChem (National Center for Advancing Translational Sciences (NCATS))
TDP1 cell CPT: qHTS for Inhibitors of human tyrosyl-DNA phosphodiesterase 1 (TDP1): qHTS in cells in presence of CPT. 420,000 compounds, 12% hits. AID 686979, 2013. chicken DT40 Tdp1-/-;hTDP1 cells + 20 nM CPT, ATP luminescence, 48 h. Potency, µM (highest dose often 46.2 µM), for the others: at the highest dose activity change, negative = growth inhibition, usual class: inhibitors; further: nearly all actives have a fitted effect of over 55% in size
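Chicken DT40 Tdp1-/- cells complemented with human TDP1, 400 cells/well, exposed to compounds plus 20 nM camptothecin for at least 48 h at 37 C; viability read as ATP content by CellTiter-Glo luminescence.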
DT40 TDP1 no CPT: qHTS for Inhibitors of human tyrosyl-DNA phosphodiesterase 1 (TDP1): qHTS in cells in absence of CPT | DT40 Tdp1-/- hTDP1 cells, no CPT, ATP luminescence, 48 h | Potency, µM (doses to about 46.2 µM), inactives show at the top dose activity change, negative = growth inhibition, hits mostly inhibitors | 420,000 compounds, 15% hits; further: nearly all actives have a fitted effect of over 55% in size
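Luminescent ATP content (CellTiter-Glo) served as the growth readout. Knockout chicken DT40 cells expressing human TDP1 were exposed to compounds without camptothecin for a minimum 48 hr at 37 °C.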
KAT2A inh: qHTS Assay for Inhibitors of GCN5L2. Histone acetyltransferase KAT2A (Homo sapiens), Q92830. 390,000 compounds, 0.21% hits. AID 504327, 2011. GCN5L2 HAT assay, ThioGlo1 CoA-SH fluorescence. Potency, µM (series often up to 58.9 µM), for the others: top-dose activity change, negative = inhibition, most hits filed as inhibitors
Target sequence (Q92830 whole entry, looked up): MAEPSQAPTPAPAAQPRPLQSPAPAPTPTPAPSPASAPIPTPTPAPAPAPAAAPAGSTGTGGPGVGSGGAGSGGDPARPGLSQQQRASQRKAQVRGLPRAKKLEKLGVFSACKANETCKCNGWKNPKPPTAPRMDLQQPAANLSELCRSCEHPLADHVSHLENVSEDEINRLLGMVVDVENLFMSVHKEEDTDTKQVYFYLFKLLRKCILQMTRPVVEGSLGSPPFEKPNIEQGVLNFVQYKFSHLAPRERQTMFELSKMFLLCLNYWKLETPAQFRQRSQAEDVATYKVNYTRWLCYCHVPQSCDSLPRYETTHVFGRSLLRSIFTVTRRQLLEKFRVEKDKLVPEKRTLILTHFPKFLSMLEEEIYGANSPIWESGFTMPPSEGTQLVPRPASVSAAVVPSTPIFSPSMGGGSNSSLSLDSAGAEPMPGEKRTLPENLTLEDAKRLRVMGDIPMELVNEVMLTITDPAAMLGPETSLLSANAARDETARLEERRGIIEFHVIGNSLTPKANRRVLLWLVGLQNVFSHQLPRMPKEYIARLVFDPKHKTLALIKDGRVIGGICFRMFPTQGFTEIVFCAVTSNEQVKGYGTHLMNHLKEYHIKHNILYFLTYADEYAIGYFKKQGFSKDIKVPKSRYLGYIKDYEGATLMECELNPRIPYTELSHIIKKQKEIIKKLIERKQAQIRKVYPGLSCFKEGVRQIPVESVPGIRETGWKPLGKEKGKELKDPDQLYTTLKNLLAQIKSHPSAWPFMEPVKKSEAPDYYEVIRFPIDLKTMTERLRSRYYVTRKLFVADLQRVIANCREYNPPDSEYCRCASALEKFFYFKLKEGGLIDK
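Preincubate 20nM GCN5L2 with compound 15 min, RT → add 50uM ThioGlo1 + 75uM H3(1-25) + 70uM acetyl-CoA → read fluorescence 0 and 20 min. Primary qHTS; fluorescent artifacts likely.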
Active calls of the source: *; ? = inconclusive; . = no result given; & = joins results of further samples; [ ] = remark or other dose. The call rests on the fitted dose curve; in most records, active means well fitted curve in the direction sought with a large enough effect; inconclusive means small, poorly fitted or top-dose-only effect, or another doubt; inactive means no such curve, though single readings can be large; an effect the other way counts as inactive or inconclusive. On the % scale 0 is the no-effect control and ±100 the full control effect; potency means the concentration at half of the fitted maximal effect.

canonical_smiles | TDP1 cell CPT | DT40 TDP1 no CPT | KAT2A inh
Cc1[nH]nc(-c2ccc(O)c(C)c2O)c1Oc1ccccc1 | 7% | -13% | 0%[0.501 µM]
C=CCOC(=O)Nc1c(C(=O)OC)[nH]c2ccc(Cl)cc12 | -14% | ? | 0%
Cc1c(-c2cccc(Cl)c2)nc2ccccc2c1C(=O)OC/C(O)=C(\C#N)c1nc2ccccc2[nH]1 | 15µM* | 21µM* | 16%
COc1ccc2[nH]c(=O)c(COC(=O)c3ccco3)cc2c1 | -9% | 6% | 1%
O=S(=O)(Nc1nnc(C2CC2)s1)c1ccccc1 | 5% | -22% | ?
O=C(Nc1ncc(Cc2ccc(SC(F)F)cc2)s1)c1ccc(OC(F)F)cc1 | 1.3µM* | 1µM* | -5%
Cc1cc(-c2nnc(SCC(=O)Nc3c(C)cccc3C)n2N)n[nH]1 | 1% | 18% | -1%
CC(C)(C)n1nc2c(c1NC(=O)c1ccc(Br)o1)CS(=O)C2 (stereo unspecified) | -19% | -2% | 0%
COc1ccc(N(CC(=O)N/N=C/c2ccc(OC3CSC3)cc2)S(=O)(=O)c2ccccc2)cc1 | ? | ? | -3%
Cc1c(C(=O)OCC(=O)Nc2ccc(C(N)=O)cc2)cccc1[N+](=O)[O-] | -4% | -14% | -16%
CCc1ccc(S(=O)(=O)c2cn(C)c3cc(F)c(F)cc3c2=O)cc1 | -23% | ? | -6%
Cc1ccc(C2CC(=O)NC(SCC(N)=O)=C2C#N)s1 (stereo unspecified) | -15% | 0% | -9%
CC(C)NC(=O)c1ccccc1NC(=O)CCS(=O)(=O)Cc1ccccc1 | 2% | -5% | -13%
Nc1nc(NC(=O)c2cccnc2)nn1-c1ccccc1 | 3% | -11% | 0%
O=C(NCC(=O)N1CCN(S(=O)(=O)c2ccc3c(c2)OCCO3)CC1)c1ccccc1F | -6% | -5% | -1%

Next records follow:
canonical_smiles | TDP1 cell CPT | DT40 TDP1 no CPT | KAT2A inh
C[C@H]1CN([C@@H](C)CO)C(=O)CCCn2nncc2CO[C@@H]1CN(C)S(=O)(=O)c1ccc2ccccc2c1 | -27% | -16% | .
Cn1c(SCC(=O)c2ccccc2)nnc1-c1cccc(N)c1 | -14% | -21% | -5%[0.501 µM]
CCOC(=O)C[n+]1cccc(Br)c1 | -7% | -3% | .
Cc1nc(SCC(O)CO)c([N+](=O)[O-])[nH]1 (stereo unspecified) | 3% | -11% | -6%
O=[N+]([O-])c1ccc(Cl)cc1C=NNc1ccccn1 | -5% | -10% | .
Cc1ccc(SCC(=O)NCCN2C(=O)CSC2=O)c(C)c1 | 1% | 0% | -1%
COc1ccc(C2C/C(=N\O)C(C)(C)O2)cc1 (stereo unspecified) | ? | -46% | 0%
CCC1=NN(C(=O)c2cccnc2)C(O)(C(F)(F)F)C1 (stereo unspecified) | 16µM* | ? | 0%
Cc1ccc(-n2c(N)c(-c3nc4ccccc4n3C)sc2=S)cc1 | ? | ? | -18%
O=C(NC1CCOc2ccccc21)c1ccccn1 (stereo unspecified) | 5% | -5% | 1%
COc1cc(C(=O)N2CCN(C(=O)CC(C)C)CC2)cc(OC)c1OC | 4% | -9% | -9%
COc1ccc(CN2CCC(C(N)=O)CC2)cc1OCc1ccccc1 | 5% | 13% | -17%
Cc1ccc(Nc2nc(N)nc(CN3CCN(Cc4ccc5c(c4)OCO5)CC3)n2)cc1Cl | ? | ? | -5%
CCc1ccc(NC(=O)c2cc(CN3CCOCC3)on2)cc1 | -18% | ? | 5%
C=CCn1c(SCC(=O)Nc2cc(C)on2)nc2sc3c(c2c1=O)CCCC3 | 23µM* | 9.2µM* | 1%

Whole records, quoted from the list.
Results for CCc1ccc(NC(=O)c2cc(CN3CCOCC3)on2)cc1 : TDP1 cell CPT = -18%; DT40 TDP1 no CPT = ?; KAT2A inh = 5%
Results for CC(C)NC(=O)c1ccccc1NC(=O)CCS(=O)(=O)Cc1ccccc1 : TDP1 cell CPT = 2%; DT40 TDP1 no CPT = -5%; KAT2A inh = -13%
Results for Cc1[nH]nc(-c2ccc(O)c(C)c2O)c1Oc1ccccc1 : TDP1 cell CPT = 7%; DT40 TDP1 no CPT = -13%; KAT2A inh = 0%[0.501 µM]

Next compounds follow:
canonical_smiles | TDP1 cell CPT | DT40 TDP1 no CPT | KAT2A inh
CC(C)CNS(=O)(=O)c1ccc(Br)cc1N1CCC[C@@H]1CO | ? | -3% | -1%
c1ccc(-c2nc(-c3cnc4ccccc4n3)cs2)cc1 | -41% | -19% | .
CCN(C(=O)CSc1nnc(COc2ccccc2F)n1N)c1c(N)n(Cc2ccccc2)c(=O)[nH]c1=O | 12% | 1% | .
COC(=O)c1sccc1NC(=O)c1c(-c2ccccc2)noc1C | -3% | 2% | -11%
CCC(c1nnc(SCC(=O)N2CC3(C)CC2CC(C)(C)C3)o1)N(C)C (stereo unspecified) | -26% | -30% | -5%
CC(=O)n1c2ccccc2c2c1c1ccccc1n2C | -19% | -23% | -7%
O=C(c1ccc2ccccc2c1)C1CCCN(C(=O)CN2C(=O)CSC2=O)C1 (stereo unspecified) | -9% | -14% | -1%
OCCCCCNc1ncnc2ccccc12 | 8.2µM* | 7.3µM* | -1%
COc1ccc(Cl)cc1NS(=O)(=O)c1cccc(C(=O)NC2CCN(Cc3ccccc3)CC2)c1 | ? | ? | .
Cc1ccc(CSCCNC(=O)CN(c2cccc(C)c2C)S(=O)(=O)c2ccccc2)cc1 | ? | ? | -5%
COc1ccc(S(=O)(=O)Cc2ccc(C(=O)NCc3ccco3)o2)cc1 | -14% | -7% | 0%
O=C(Nc1cccc(OC(F)(F)F)c1)[C@@H]1O[C@H](CO)[C@H](O)[C@H](O)[C@H]1O | 8% | -2% | .
CCCOc1ccc(C(=O)N(Cc2ccc(N(C)C)cc2)CC2CCCO2)cc1 (stereo unspecified) | ? | ? | -3%
Fc1ccccc1Nc1ncnc2c1nnn2Cc1ccccc1 | -22% | -14% | 10%
COc1ccccc1CNC(=O)C1CCCN(c2cnccn2)C1 (stereo unspecified) | 1% | -8% | -2%

Some values from the entries so far:
KAT2A inh with O=C(c1ccc2ccccc2c1)C1CCCN(C(=O)CN2C(=O)CSC2=O)C1 (stereo unspecified) reads -1%
DT40 TDP1 no CPT with CCC(c1nnc(SCC(=O)N2CC3(C)CC2CC(C)(C)C3)o1)N(C)C (stereo unspecified) reads -30%
TDP1 cell CPT with COc1ccc(S(=O)(=O)Cc2ccc(C(=O)NCc3ccco3)o2)cc1 reads -14%
KAT2A inh with CC(=O)n1c2ccccc2c2c1c1ccccc1n2C reads -7%
DT40 TDP1 no CPT with c1ccc(-c2nc(-c3cnc4ccccc4n3)cs2)cc1 reads -19%

Next entries follow.
Every second line gives: TDP1 cell CPT	DT40 TDP1 no CPT	KAT2A inh
> Cc1ccc(C)c(NC(=O)C2CCCN(S(=O)(=O)c3c(C)noc3/C=C/N(C)C)C2)c1 (stereo unspecified)
  ?	?	-8%&-15%
> COc1ccc(-c2cc(-c3ccccc3)n[nH]2)c(O)c1
  -10%	-20%	-5%
> CCOc1ccc(Cl)cc1-c1cc(C(=O)NC(C)C)[nH]n1
  ?	?	.
> CCCCN1C(=S)SC(C)(C)C1/[N+]([O-])=C/c1ccc(S(=O)(=O)NC)cc1 (stereo unspecified)
  4%	2%	0%
> Cc1noc2ncc(C(=O)c3cc(F)ccc3O)cc12
  -14%	-21%	-5%
> CN=C1SC(CC(=O)Nc2c(C)cccc2C)C(=O)N1/N=C/c1cccs1 (stereo unspecified)
  -1%	?	1%
> CSc1nc(Oc2ccc(=O)[nH]n2)nc(N(C)C)n1
  -13%	8%	1%
> CC(O)(Cc1ccccn1)Cc1ccccn1
  31%	7%	.
> N/C(=N\OC(=O)c1cccc2ccccc12)c1ccncc1
  -25%	-17%	-5%
> CC1=C(C(=O)O)N2C(=O)C(NC(=O)c3ccc(F)cc3)C2SC1 (stereo unspecified)
  -15%	-13%	-21%
> CCC(=O)N1CCN(c2ccc(NC(=O)c3ccc(C#N)cc3F)cc2Cl)CC1
  ?	?	-1%
> Cc1cccc(N2CCN(C(=O)c3cccc(N4C(=O)C5C6C=CC(C6)C5C4=O)c3)CC2)c1C (stereo unspecified)
  ?	?	-9%
> Cc1ccc(N/C=C/C(=O)c2ccco2)c(O)c1
  -9%	-9%	1%
> FC(F)(F)c1cc(Cl)c2nc(-c3ccccc3)cn2c1
  0%	-40%	-6%
> O=C(N/N=C/c1ccc(Cl)cc1)c1sccc1OCc1ccc(F)cc1
  1.2µM*	1.3µM*	-5%

Additional records follow.
Every second line gives: TDP1 cell CPT	DT40 TDP1 no CPT	KAT2A inh
> CCOc1ccccc1NC(=O)Cn1c(=O)n(-c2ccc(C)cc2)c(=O)c2c1cnn2C
  ?	?	0%
> O=C1COc2ccc(C(=O)CSc3nnc(Cc4cccs4)n3-c3ccccc3)cc2N1
  ?	9.2µM*	0%
> O=C(NCC1COc2ccccc2O1)c1cc(S(=O)(=O)N2CCOCC2)c(Cl)cc1Cl (stereo unspecified)
  ?	-27%	-5%
> COc1ccc(C(=O)OCC(=O)N(C)C2CCS(=O)(=O)C2)cc1S(=O)(=O)N1CCCc2ccccc21 (stereo unspecified)
  18%	2%	1%
> CCC1CCCCN1C1Sc2ccc(C(=O)OC)cc2NC1=O (stereo unspecified)
  -7%	?	-6%
> CCCCNC(=O)CCn1c(=S)[nH]c2cc3c(cc2c1=O)OCO3
  -7%	-4%	-3%
> O=c1[nH]c2ccc(S(=O)(=O)N3CCCC3)cc2[nH]1
  -16%	-29%	4%
> C/C(=N/NC(=O)CNC(=O)c1cccs1)c1ccco1
  13%	-1%	-2%
> CC(=O)N1N=C(c2ccc(C)cc2)OC1c1ccc(C(C)C)cc1 (stereo unspecified)
  -16%	-10%	-2%
> Cc1ccc(-n2nc3c(N4CCCC(C(=O)NCc5ccc(Cl)cc5)C4)nnc(C)c3c2C)cc1 (stereo unspecified)
  9.2µM*	18µM*	2%
> Cc1cccc(C(C)C)c1NC(=O)c1ccc(OCC2CCCO2)cc1 (stereo unspecified)
  -20%	?	-8%
> Cc1ccc(O)c(NC(=O)c2cccc(S(=O)(=O)N3CCCCC3)c2)c1
  ?	?	3%
> O=C1NCCSC1c1ccccc1 (stereo unspecified)
  -4%	4%	.
> COCCn1nnnc1C(c1ccccc1OC)N1CCN(c2ccccc2F)CC1 (stereo unspecified)
  ?	?	-12%
> Cc1cc(N2CCCC2)nc2ccccc12
  ?	?	-6%

Next results follow.
Every second line gives: TDP1 cell CPT	DT40 TDP1 no CPT	KAT2A inh
> CCN(CC)C(=O)C1=C(C)N(Cc2ccc(OC)cc2)C(=O)C(CC(=O)NC2CCCCC2)C1 (stereo unspecified)
  2%	-8%	.
> COc1ccc(C2C(C#N)=C(N)Oc3n[nH]c(C)c32)cc1CSc1ccccn1 (stereo unspecified)
  ?	?	2%
> Cc1ccc(S(=O)(=O)n2nc(C)c(S(=O)(=O)N3CCOCC3)c2C)cc1
  2%	-2%	-4%
> Cc1cnc(SCc2ccccn2)nc1C1CCCN(C(=O)c2cc3ccccc3oc2=O)C1 (stereo unspecified)
  16µM*	21µM*	.
> Cc1cccc(C)c1N1CCN(c2nc(N(C)C)oc(=O)c2C#N)CC1
  ?	-20%	10%
> CCOc1ccccc1N1CCN(CC(=O)c2c(N)n(C)c(=O)n(C)c2=O)CC1
  -21%	?	-4%
> CCCCCCCCCCCCCCCCn1cc[n+](CC(C)=O)c1
  0.65µM*	1.3µM*	-3%
> CCCCOP(=O)(c1ccc(N(C)C)cc1)C(O)c1cccnc1 (stereo unspecified)
  -22%	13%	-10%
> CCOC(=O)c1c(NC(=O)COC(=O)c2ccc(Cl)nc2)sc(C(=O)N(C)C)c1C
  5%	?	-2%
> Cc1ccc(C(=O)Nc2nc(-c3ccco3)c(-c3ccco3)s2)o1
  8.2µM*	21µM*	-19%
> Cc1cnc(C(=O)Nc2ccc(S(=O)(=O)NCC(C)C)cc2)cn1
  -23%	?	-4%
> COc1ccc(NC(=O)CSc2nc3ccncc3[nH]2)c(OC)c1
  23µM*	9.2µM*	-7%&3%
> CCn1cc(C(=O)N(C)Cc2ccc(OC(F)F)cc2)c(=O)c2ccc(C)nc21
  0%	-22%	-17%
> Cc1cc(C(=O)Cn2nnc(-c3ccc(Cl)cc3)n2)c(C)n1CC1CCCO1 (stereo unspecified)
  12µM*	?	-14%
> CCOC(=O)N1CCC(NC(=O)c2cnn(-c3ccc(F)cc3F)c2C2CCN(C(=O)OC(C)(C)C)CC2)CC1
  5%	-20%	-12%

Not all compounds are listed (hit frequency here may not be typical).
